uPA generation = qHTS for Inhibitors of Cell Surface uPA Generation; cell surface uPA generation assay, qHTS; Potency, µM (titrated, usually from 38.3 µM), without a hit: at the highest dose activity change, negative = inhibition, hits mostly inhibitors; hit rate 0.31% among 330,000; AID 540303, 2011; active = well fitted inhibition curve with a large enough effect; inconclusive = small, poorly fitted or top-dose-only effect; inactive = no such curve, though single readings can be large or run the other way; tested in mouse RAW 264.7 cells; note: potency is the fitted concentration of half-maximal effect; % is set by controls: 0 for no effect and ±100 for the full control effect; nearly all actives have a fitted effect of over 55% in size
Giardia kill = Small Molecules that selectively kill Giardia lamblia: qHTS. Giardia lamblia trophozoite viability. activity change, % at 7.66 µM, hits read low. hit rate 0.15% among 340,000; in the data active = activity change below about -80%; inconclusive = between about -30% and that limit;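 note: parasites exposed to compound for two days anaerobically before the ATP read; % is set by controls: 0 for no effect and ±100 for the full control effect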
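Trophozoite viability was measured as ATP-dependent luminescence, read 15-30 min after reagent addition. Before that, parasites at 100 cells/well were exposed to compounds for 48 h, anaerobically, at 37 deg C.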
Tb PFK inh = qHTS Assay to Find Inhibitors of T. brucei phosphofructokinase; T. brucei PFK, ADP-Glo luminescence; Potency, µM (top dose mostly 57.5 µM), for inactives: at the highest dose activity, negative = inhibition, actives largely listed as inhibitors; hit rate 0.17% among 330,000; ATP-dependent 6-phosphofructokinase (Trypanosoma brucei brucei), O15648; AID 485367, 2010;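 note: potency is the fitted concentration of half-maximal effect; 0% = uninhibited 1x PFK enzyme wells and -100% = no-enzyme wells; nearly all actives have a fitted effect of over 60% in size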
Target sequence (O15648 whole entry, looked up): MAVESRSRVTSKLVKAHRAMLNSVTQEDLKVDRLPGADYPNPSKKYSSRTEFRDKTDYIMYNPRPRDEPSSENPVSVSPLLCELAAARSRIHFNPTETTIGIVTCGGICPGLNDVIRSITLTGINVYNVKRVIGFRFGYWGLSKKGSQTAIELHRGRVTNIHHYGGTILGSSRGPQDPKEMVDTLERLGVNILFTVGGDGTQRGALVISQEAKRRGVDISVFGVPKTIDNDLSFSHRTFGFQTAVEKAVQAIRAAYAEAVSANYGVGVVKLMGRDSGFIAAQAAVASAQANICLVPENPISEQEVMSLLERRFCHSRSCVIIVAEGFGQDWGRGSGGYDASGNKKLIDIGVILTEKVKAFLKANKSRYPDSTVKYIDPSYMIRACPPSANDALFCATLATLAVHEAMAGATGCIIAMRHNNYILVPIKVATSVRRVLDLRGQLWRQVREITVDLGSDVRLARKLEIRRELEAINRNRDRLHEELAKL
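PFK 1.25 nM, F6P 0.5 mM, ATP 0.1 mM, 0.1 M TEA pH 8.0, 5 mM MgCl2, 0.01% Tween20, 0.1% BSA; 45 min RT. ADP-Glo readout. qHTS titration up to 57 uM; curves fitted, compounds curve-classed.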
RORg inh = qHTS for inhibitors of ROR gamma transcriptional activity. Nuclear receptor ROR-gamma (Mus musculus), P51450. Drosophila S2 Gal4-RORgamma UAS-luciferase reporter, 20 h. AID 2551, 2010. Potency, µM (doses to about 53.6 µM), for inactives: at the top dose activity change, negative = inhibition, most hits filed as inhibitors. hit rate 5.4% among 310,000; note: potency is the fitted concentration of half-maximal effect; % is set by controls: 0 for no effect and ±100 for the full control effect; nearly all actives have a fitted effect of over 60% in size
Target sequence (P51450 whole entry, looked up, the tested form may be a part): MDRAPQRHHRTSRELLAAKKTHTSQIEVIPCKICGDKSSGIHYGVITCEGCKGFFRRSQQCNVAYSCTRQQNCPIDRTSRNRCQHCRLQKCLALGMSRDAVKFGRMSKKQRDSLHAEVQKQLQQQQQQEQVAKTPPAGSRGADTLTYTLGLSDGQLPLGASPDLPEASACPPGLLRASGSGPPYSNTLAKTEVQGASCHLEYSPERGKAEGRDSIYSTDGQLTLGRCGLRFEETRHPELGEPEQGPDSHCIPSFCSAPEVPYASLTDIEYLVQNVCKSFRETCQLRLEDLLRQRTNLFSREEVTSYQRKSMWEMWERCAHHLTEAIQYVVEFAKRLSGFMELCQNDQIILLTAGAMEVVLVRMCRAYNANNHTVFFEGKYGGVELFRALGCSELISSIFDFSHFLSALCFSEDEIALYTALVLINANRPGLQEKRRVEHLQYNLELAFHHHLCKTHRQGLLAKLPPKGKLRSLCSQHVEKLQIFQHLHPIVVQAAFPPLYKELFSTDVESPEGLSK
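A Gal4/UAS one-hybrid system in insect cells: metallothionein-promoter Gal4–ROR gamma fusion plus Photinus luciferase reporter. Copper sulfate 700 uM final, 20 hr ambient incubation, luminescent detection after 10 min with reagent.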
Coupling enz = qHTS Assay for Inhibitors of Fructose-1,6-bisphosphate Aldolase from Giardia Lamblia: Coupling assay counterscreen. AID 2472, 2010. coupling enzyme system counterscreen, AmpLite Red fluorescence. activity change, negative = inhibition, % at 58.2 µM, hits read low. hit rate 0.67% among 290,000; in the data active = activity change below about -30%; note: % is set by controls: 0 for no effect and ±100 for the full control effect
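Fluorescence at 525 nm excitation and 598 nm emission measured inhibition of the coupled detection system without aldolase. Compounds (at 57.5 uM final) were preincubated 10 min at room temperature with coupling enzyme reagent before a 20 min substrate/AmpLite Red step.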
Rab9 promoter act = qHTS Assay for Rab9 Promoter Activators; hit rate 2.8% among 320,000; Huh7 Rab9 promoter-luciferase reporter, luminescence, 24 h; Potency, µM (top dose mostly 9.22 µM), for inactives: at the top dose activation, negative = inhibition, usual class: activators; note: potency is the fitted concentration of half-maximal effect; % of control where 0% means no effect; nearly all actives have a fitted effect of over 60% in size
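Quantitative HTS format; Huh7 Rab9-luciferase reporter cells (1500/well) receive compound 2 h post-plating, incubate 24 h at 37 °C, then get luciferase reagent for 10 min before luminescence reading.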
FLuc counter = qHTS profiling assay for firefly luciferase inhibitor/activator using purifed enzyme and Km concentrations of substrates (counterscreen for miR-21 project). Luciferin 4-monooxygenase (Photinus pyralis), P08659. purified FLuc, Km substrates, luminescence inhibition. Potency, µM (series often up to 57.5 µM), for inactives: at the highest dose activity change, negative = inhibition, most hits filed as inhibitors. hit rate 6.9% among 360,000. AID 588342, 2011;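 note: potency is the fitted concentration of half-maximal effect; plate controls were vehicle for no effect and reference inhibitor for full effect; nearly all actives have a fitted effect of over 55% in size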
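Biochemical qHTS of compounds, final roughly 60 µM downward over six points, against 10 nM purified firefly luciferase using Km concentrations of substrates (10 uM D-luciferin, 10 uM ATP) in Tris acetate pH 7.5 buffer; luminescence output.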
KCNH2 3.1 block = qHTS for Inhibitors of KCHN2 3.1: Mutant qHTS; Potassium voltage-gated channel subfamily H member 2, brain isoform KCNH2 3.1 (human); U2OS KCNH2 3.1, thallium flux FluxOr; stronger effect = lower value; activity change, % (tested at about 1.8 µM); hit rate 0.95% among 340,000; AID 720553, 2013;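 active = maximum activity change below -70%; inconclusive = maximum activity change from -70% to -50%; inactive = maximum activity change above -50%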;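 note: thallium influx rate constant from kinetic fluorescence after stimulation buffer; % is set by controls: 0 for no effect and ±100 for the full control effect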
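Normalized rate constant (relative to positive and negative DMSO controls) derived from a 2 min kinetic fluorescence read after stimulation; U2OS cells expressing the 3.1 isoform via virus at 1.77 x 10^8 /mL.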
ELG1 genotox = qHTS screen for small molecules that induce genotoxicity in human embryonic kidney (HEK293T) cells expressing luciferase-tagged ELG1 | HEK293T ELG1-luciferase reporter, luminescence, 16 h | AID 504466, 2011 | Potency, µM (series often up to 46 µM), for the others: at the highest dose activity change, positive = activation, hits mostly activators | hit rate 1.3% among 330,000; note: potency is the fitted concentration of half-maximal effect; % of control where 0% means no effect; nearly all actives have a fitted effect of over 60% in size
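DMSO vehicle served as control against compound-treated ELG1-luciferase HEK293T cells; exposure lasted 16 hr at 37 °C and 5% CO2, followed by ONE-Glo luminescence detection after 30 min.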
Gal4-VP16 FLuc = VP16 counterscreen qHTS for inhibitors of ROR gamma transcriptional activity | Drosophila S2 Gal4-VP16 UAS-luciferase, luminescence, 20 h | Potency, µM (highest dose often 53.6 µM), for inactives: at the highest dose activity, negative = inhibition, usual class: inhibitors | hit rate 3.5% among 310,000 | AID 2546, 2010;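 note: Gal4-VP16 expression switched on by copper sulfate through the metallothionein promoter; potency is the fitted concentration of half-maximal effect; % is set by controls: 0 for no effect and ±100 for the full control effect; nearly all actives have a fitted effect of over 50% in size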
NPC1 promoter act = qHTS Assay for NPC1 Promoter Activators; Huh7 NPC1 promoter luciferase reporter, 24 h; Potency, µM (doses to about 9.22 µM), without a hit: top-dose activation, actives largely listed as activators; hit rate 2.4% among 320,000; AID 485313, 2010;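 note: potency is the fitted concentration of half-maximal effect; % of control where 0% means no effect; nearly all actives have a fitted effect of over 60% in size; reporter is driven by a mutant NPC1 promoter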
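Readout is luciferase luminescence, reflecting NPC1 promoter activation in stably transfected Huh7 cells after 24 h compound exposure at 37 °C in reduced-serum medium with 10% FBS.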
Starred values were filed as active, the others as inactive; & = joins results of further samples; [ ] = remark or other dose. Unless noted, calls come from the whole dose curve; as a rule, active = well fitted curve in the direction sought with a large enough effect; inconclusive = small, poorly fitted or top-dose-only effect, or another doubt; inactive = no such curve, though single readings can be large; an effect the other way counts as inactive or inconclusive.

Screening COc1ccc(CCN(C)CC(O)c2ccccc2)cc1OC (stereo not given) returned uPA generation 12%, Giardia kill -2, Tb PFK inh -12%, RORg inh 4%, Coupling enz 2, Rab9 promoter act -3%, FLuc counter -1%, KCNH2 3.1 block -6, ELG1 genotox -1%, Gal4-VP16 FLuc 0% and NPC1 promoter act -3%.
Screening COc1ccc(S(=O)(=O)N2CCCCC2)cc1NC(=O)CSc1nnc(C2CC2)n1C returned uPA generation -1%, Giardia kill 17, Tb PFK inh -1%, Rab9 promoter act 3%, FLuc counter 6%, KCNH2 3.1 block 24, ELG1 genotox 1% and NPC1 promoter act 0%.
For Fc1cc(F)cc(NC(=S)N2CCC(c3ccccc3)C2)c1 (stereo not given) the results were uPA generation -3%, Giardia kill -9, Tb PFK inh -1%, RORg inh inconclusive, Coupling enz 2, Rab9 promoter act 3.5µM*, FLuc counter inconclusive, KCNH2 3.1 block 21, ELG1 genotox inconclusive, Gal4-VP16 FLuc -6% and NPC1 promoter act inconclusive.
`COc1cc(OC)c2c(c1)C(=O)OC2OC` (stereo not given) gave uPA generation 17%, Giardia kill 14, Tb PFK inh -12%, RORg inh -12%, Coupling enz -1, Rab9 promoter act 0%, FLuc counter 0%, KCNH2 3.1 block 1, ELG1 genotox 0%, Gal4-VP16 FLuc 1% and NPC1 promoter act -2%.
COc1cc(C(=O)NNC(=O)c2ccc(NC(=O)C(C)(C)C)cc2)cc(OC)c1OC was read as uPA generation -7%, Giardia kill -12, Tb PFK inh 0%, RORg inh 2%, Coupling enz 4, Rab9 promoter act 3%, FLuc counter -15%, KCNH2 3.1 block -6, ELG1 genotox 1%, Gal4-VP16 FLuc 2% and NPC1 promoter act 0%.
`CC(C)OCCCNC(=S)N1CCC(C(=O)c2ccc(Cl)cc2)CC1` gave uPA generation 1%, Giardia kill 5, Tb PFK inh -8%, RORg inh inconclusive, Coupling enz 0, Rab9 promoter act 2%, FLuc counter -1%, KCNH2 3.1 block -13, ELG1 genotox -8%, Gal4-VP16 FLuc -3% and NPC1 promoter act 3%.
For CC(C)CC(C(=O)O)N1C(=O)C2C3c4ccccc4C(c4ccccc43)[C@@H]2C1=O (stereo not given in full) the results were uPA generation -18%, Giardia kill 2, Tb PFK inh 0%, RORg inh 20%, Coupling enz 2, Rab9 promoter act -5%, FLuc counter 1%, KCNH2 3.1 block 10, ELG1 genotox -5%, Gal4-VP16 FLuc 6% and NPC1 promoter act -5%.
Screening O=C(O)c1cc2cc(F)ccc2[nH]1 returned uPA generation 17%, Giardia kill -15, Tb PFK inh 0%&-3%, RORg inh 26%&-1%&-8%, Coupling enz 7&8&7, Rab9 promoter act 3%[46.1 µM], FLuc counter -15%&1%, KCNH2 3.1 block -3, ELG1 genotox 9%, Gal4-VP16 FLuc 0%&3%&-2% and NPC1 promoter act -2%[46.1 µM].
`O=C(N/N=C/c1cc(Br)ccc1O)c1cccc(N2CCCC2=O)c1` gave uPA generation -9%, Giardia kill 5, Tb PFK inh 4%, RORg inh 1µM*, Coupling enz 1, Rab9 promoter act -30%[inhibitor], FLuc counter 17µM*, KCNH2 3.1 block -15, ELG1 genotox inconclusive, Gal4-VP16 FLuc 5.6µM* and NPC1 promoter act -24%.
`C=CCn1c(CCNC(=O)c2ccco2)nc2ccccc21` gave Giardia kill -6, Tb PFK inh -3%, RORg inh -7%, Coupling enz 2, Rab9 promoter act -2%, FLuc counter 0%, KCNH2 3.1 block -12, ELG1 genotox -2%, Gal4-VP16 FLuc 6% and NPC1 promoter act 2%.
For CCn1nc(CC(=O)Nc2ccc(-n3cnnn3)c(C)c2)c2ccccc2c1=O the results were uPA generation -1%, Giardia kill -4, Tb PFK inh -2%, RORg inh -14%, Coupling enz 0, Rab9 promoter act 1%, FLuc counter 0%, KCNH2 3.1 block -4, ELG1 genotox 1%, Gal4-VP16 FLuc -1% and NPC1 promoter act 0%.
COc1ccc(NC(=O)c2ccc(CN3CCN(c4ccccc4)CC3)cc2)cc1 was read as uPA generation -12%, Giardia kill -13, Tb PFK inh 3%, RORg inh 17%, Coupling enz 0, Rab9 promoter act -13%, FLuc counter -13%, KCNH2 3.1 block inconclusive, ELG1 genotox 7%, Gal4-VP16 FLuc -23% and NPC1 promoter act -7%.
`Cc1cc(N/N=C/c2ccccc2F)c2ccccc2n1` gave uPA generation -5%, Giardia kill -12, Tb PFK inh 4%, RORg inh -17%, Coupling enz 2, Rab9 promoter act -2%, FLuc counter 3%, KCNH2 3.1 block -142*, ELG1 genotox inconclusive, Gal4-VP16 FLuc 22% and NPC1 promoter act 1%.
COc1ccc(C(=O)c2ccc(-c3ccc(OC)cc3)nc2)cc1 was read as uPA generation -10%, Giardia kill 3, Tb PFK inh -8%, RORg inh -10%, Coupling enz 0, Rab9 promoter act 13%, FLuc counter -1%, KCNH2 3.1 block 23, ELG1 genotox 10%, Gal4-VP16 FLuc -1% and NPC1 promoter act 13%.
`COc1cccc(S(=O)(=O)Nc2cccc(C(=O)N3CCCC3)c2)c1` gave uPA generation -9%, Giardia kill -6, Tb PFK inh -1%, RORg inh -19%, Rab9 promoter act 1%, FLuc counter 0%, KCNH2 3.1 block -19, ELG1 genotox 7%, Gal4-VP16 FLuc 4% and NPC1 promoter act 0%.
For CCSCc1nnc(SCC(=O)Nc2cccc(C(C)=O)c2)n1C the results were uPA generation 9%, Giardia kill -21, Tb PFK inh -2%, RORg inh 4%, Coupling enz -1, Rab9 promoter act -3%, FLuc counter 1%, KCNH2 3.1 block 4, ELG1 genotox -2%, Gal4-VP16 FLuc 5% and NPC1 promoter act -1%.
`O=C(O)c1ccc(NC(=S)Nc2ccccc2)cc1` gave uPA generation 5%, Giardia kill 21, Tb PFK inh -2%, RORg inh -38%, Coupling enz 1, Rab9 promoter act 3%, FLuc counter -14%, KCNH2 3.1 block 0, ELG1 genotox 4%, Gal4-VP16 FLuc 29% and NPC1 promoter act 15%.
Screening COc1ccccc1OCC(O)Cn1c(=N)n(Cc2ccccc2)c2ccccc21 (stereo not given) returned uPA generation -11%, Giardia kill 3, Tb PFK inh -4%, RORg inh 2%, Coupling enz -4, Rab9 promoter act -17%, FLuc counter 3%, KCNH2 3.1 block -89*, ELG1 genotox -3%, Gal4-VP16 FLuc -7% and NPC1 promoter act -5%.
For CCc1ccc2[nH]c(C(=O)N(C)c3ccc(F)cc3F)cc2c1 the results were uPA generation 8%, Giardia kill 16, Tb PFK inh 0%, RORg inh -1%, Coupling enz 0, Rab9 promoter act -1%, FLuc counter -2%, KCNH2 3.1 block -71*, ELG1 genotox 2%, Gal4-VP16 FLuc -10% and NPC1 promoter act -2%.
For Cc1ccc(C(C(=O)NC2CCCC2)N(C(=O)CNC(=O)c2cccs2)c2cccnc2)o1 (stereo not given) the results were uPA generation -1%, Giardia kill 18, Tb PFK inh 1%, RORg inh -8%, Coupling enz 1, Rab9 promoter act 1%, FLuc counter -1%, KCNH2 3.1 block 9, ELG1 genotox 3%, Gal4-VP16 FLuc 2% and NPC1 promoter act -3%.
CCN(CC)c1ccc(/C=N/NC(=O)c2ccc3nc[nH]c3c2)c(O)c1 was read as uPA generation -9%, Giardia kill -5, Tb PFK inh 0%, RORg inh inconclusive, Coupling enz -7, Rab9 promoter act -39%[inhibitor], FLuc counter 13µM*, KCNH2 3.1 block -4, ELG1 genotox inconclusive, Gal4-VP16 FLuc -28% and NPC1 promoter act -32%[inhibitor].
Screening CC(=O)Nc1ccc(Nc2ncnc(N)c2[N+](=O)[O-])cc1 returned uPA generation 4%, Giardia kill -4, Tb PFK inh -8%, RORg inh -12%, Coupling enz 2, Rab9 promoter act 4%, FLuc counter 6%, KCNH2 3.1 block 0, ELG1 genotox -6%, Gal4-VP16 FLuc -8% and NPC1 promoter act -3%.
For COC(=O)c1ccc2nc(NC(=O)C3CC3)sc2c1 the results were uPA generation 1%, Giardia kill -5, Tb PFK inh 2%, RORg inh 8.9µM*, Coupling enz -1, Rab9 promoter act inconclusive, FLuc counter 19µM*, KCNH2 3.1 block 9, ELG1 genotox inconclusive, Gal4-VP16 FLuc inconclusive and NPC1 promoter act 2.2µM*.
`CCOC(=O)C1CCCCN1Cc1cccc(OCc2ccccc2)c1` (stereo not given) gave uPA generation 6%, Giardia kill -13, Tb PFK inh -4%, RORg inh -14%, Coupling enz 2, Rab9 promoter act 0%, FLuc counter 4%, KCNH2 3.1 block 1, ELG1 genotox -1%, Gal4-VP16 FLuc 5% and NPC1 promoter act -4%.
